Screening results deposited in PubChem BioAssay by Broad Institute.
dFosB act = mouse delta FosB homodimer activation; P13346; purified delta FosB, TAMRA-CDK5 oligo fluorescence polarization; percent of positive-control signal above neutral wells; activation, % at 25 µM; 0.99% of 340,000 active; AID 493131;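 active means mean activation above about 17%, with every replicate also reaching it, limit read from the data, passing the limit was not always enough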;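 further: fluorescence polarization rise as delta FosB binds a TAMRA Cdk5 AP-1 oligo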
Target sequence (P13346 whole entry, looked up): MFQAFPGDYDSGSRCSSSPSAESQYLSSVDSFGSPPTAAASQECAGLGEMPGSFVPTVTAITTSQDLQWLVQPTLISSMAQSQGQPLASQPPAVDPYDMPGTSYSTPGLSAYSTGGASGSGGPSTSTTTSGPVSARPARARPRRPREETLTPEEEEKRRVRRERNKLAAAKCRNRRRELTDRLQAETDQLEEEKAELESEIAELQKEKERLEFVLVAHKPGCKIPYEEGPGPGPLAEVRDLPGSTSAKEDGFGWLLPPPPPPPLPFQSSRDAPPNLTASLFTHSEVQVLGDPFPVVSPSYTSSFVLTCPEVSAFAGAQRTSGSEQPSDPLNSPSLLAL
CAL PDZ FP-1 = CAL PDZ (human) peptide binding inhibition. Q9HD26. purified CAL PDZ, TMR-peptide fluorescence polarization, 1 h. inhibition, % at 24.9 µM. 0.92% of 300,000 active. AID 602252;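 active means mean inhibition of at least 30% with at least half of replicates also reaching 30%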;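 further: 0% = DMSO neutral control and 100% = excess unlabeled competitor peptide PRC23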
MITF TRPM1 HTS = MITF TRPM1 promoter activation in melanoma cells; SK-MEL-5 TRPM1-promoter luciferase, 24 h; % of positive control, neutral wells = 0; activation, % at 12.5 µM; 0.75% of 300,000 active; AID 588334;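 active means mean activation of at least 80% with every replicate also reaching 80%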;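 further: 0% = neutral control wells and 100% = parthenolide positive control wells; values of inactives mirror those of a sister screen read the other way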
SR-BI uptake up = activators of SR-BI mediated HDL lipid uptake; activation, % at 12.5 µM; 0.096% of 320,000 active; CHO ldlA[mSR-BI] cells, DiI-HDL uptake fluorescence, 3 h; 100 = double the neutral-control signal; AID 504775;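 active means mean replicate activation of at least 60% and every replicate at or above 60%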;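 further: 0% = median plate neutral-control signal and 100% = twice that signal; values of inactives mirror those of a sister screen read the other way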
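system = CHO ldlA[mSR-BI] cells, LDL receptor-null, SR-BI overexpressing | medium = Ham's F12 with 0.5% BSA, HEPES 25 mM, pH 7.4 | probe or stimulus = DiI-HDL 10 µg/mL | compound dosing = single-point compound dose | incubation = compound exposure 3 h, 37 °C | technique = DiI fluorescence, bottom read | read-out = cell-associated DiI fluorescence as measure of HDL uptake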
SR-BI DiI inh = inhibitors of mouse SR-BI mediated HDL lipid uptake; Q61009; ldlA[mSR-BI] CHO cells, DiI-HDL uptake fluorescence, 3 h; inhibition, % at 12.5 µM; 0.96% of 320,000 active;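 active means mean replicate inhibition of at least 70% and a set share of replicates each scoring 70 or more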;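 further: 0% = median of neutral control wells and 100% = median of positive control wells; values of inactives mirror those of a sister screen read the other way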
Target sequence (Q61009 whole entry, looked up): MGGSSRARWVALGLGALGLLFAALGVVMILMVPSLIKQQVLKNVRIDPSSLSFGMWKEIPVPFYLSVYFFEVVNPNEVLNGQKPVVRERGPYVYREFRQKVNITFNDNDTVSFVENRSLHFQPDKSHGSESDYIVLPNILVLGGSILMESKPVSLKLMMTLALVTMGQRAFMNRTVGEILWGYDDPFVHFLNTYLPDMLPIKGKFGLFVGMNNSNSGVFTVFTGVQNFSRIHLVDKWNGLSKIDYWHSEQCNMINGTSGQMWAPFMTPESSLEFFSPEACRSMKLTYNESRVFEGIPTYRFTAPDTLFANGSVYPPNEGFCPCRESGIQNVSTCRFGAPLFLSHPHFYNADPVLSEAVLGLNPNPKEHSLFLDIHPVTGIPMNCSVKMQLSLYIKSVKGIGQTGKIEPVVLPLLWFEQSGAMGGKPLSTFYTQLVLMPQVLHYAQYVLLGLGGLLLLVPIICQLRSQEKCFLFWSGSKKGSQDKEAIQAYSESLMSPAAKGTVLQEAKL
CAL PDZ FP-2 = blocks peptide binding to human CAL PDZ domain; purified CAL PDZ, TMR-peptide fluorescence polarization, 1 h; AID 504414; 0.02% of 330,000 active; inhibition, % at 20 µM; Q9HD26;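 active means highest replicate inhibition of at least 40%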;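 further: plate controls were DMSO neutral control wells for no effect and unlabeled competitor peptide control wells for full effect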
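Material – purified CerCALP PDZ construct · Detection – FP readout, S and P plane fluorescence · Measure – percent inhibition from loss of millipolarization · Controls – unlabelled peptide for full inhibition, DMSO wells as neutral · Probe or stimulus – TMR-labelled reporter peptide T*-PRC34 bound in PDZ groove · Times – 1 h at RT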
PvdQ inh = P. aeruginosa PvdQ acylase inhibition; purified PvdQ acylase, fluorescence plate reader; AID 488965; 0.063% of 340,000 active; inhibition, % at 10 µM; in the data active means inhibition above about 30%, passing the limit was not always enough;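 further: 0% = vehicle neutral wells and 100% = reference inhibitor wells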
PfHsp90 yeast 2 = growth inhibition of yeast expressing Plasmodium Hsp90; 0.32% of 310,000 active; inhibition, % at 9.4 µM; S. cerevisiae expressing PfHsp90, BacTiter-Glo ATP, 48 h; yeast lacking PDR1 and PDR3 efflux regulators;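 active means every replicate shows inhibition above about 80%, whatever the replicate mean, limit read from the data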;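 further: 0% = DMSO neutral controls and 100% = 20 µM radicicol positive controls; yeast relying on Plasmodium falciparum Hsp90 in place of its own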
Rtt109 Vps75 = C. albicans Rtt109 histone acetyltransferase inhibition; inhibition, % at 34.9 µM; purified Rtt109/Vps75, ThioGlo CoA-SH fluorescence, 4 h; AID 540336; 0.16% of 330,000 active; Q5AAJ8;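 active means inhibition of at least 50% in every replicate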
NSD2 HMT inh = NSD2 (human) methyltransferase inhibition; 0.54% of 310,000 active; NSD2 peptide methylation, AlphaScreen, 120 min; inhibition, % at 12.5 µM; AID 743445; O96028; in the data active means inhibition above about 50%
* hit, by the source's call; x = no result given.

SMILES | dFosB act | CAL PDZ FP-1 | MITF TRPM1 HTS | SR-BI uptake up | SR-BI DiI inh | CAL PDZ FP-2 | PvdQ inh | PfHsp90 yeast 2 | Rtt109 Vps75 | NSD2 HMT inh
O=C(CN1CCN(c2ccc(F)cc2)CC1)Nc1cc(C(F)(F)F)ccc1Cl | -4 | -5 | -10 | 4 | -4 | 1.5 | -3 | x | 3 | 1
COc1ccc(S(=O)(=O)N(C)C[C@H]2Oc3c(NC(=O)Nc4c(C)noc4C)cccc3C(=O)N([C@H](C)CO)C[C@@H]2C)cc1 | -6 | -4 | 19 | 6 | -6 | -1.8 | -12 | -12 | -2 | x
Cc1ccccc1N(C(=O)CCCC(=O)Nc1ccccn1)C(C(=O)NC1CCCC1)c1ccc(O)cc1 (stereo unspecified) | -10 | -3 | 1 | x | x | -1.7 | -15 | -12 | 3 | -1
Cc1cc(Cl)ccc1OCC(=O)N[C@@H](Cc1ccccc1)c1nc2ccccc2[nH]1 | 9 | 2 | 11 | -34 | 34 | -0.2 | 9 | -1 | 3 | 0
COC(=O)C1=C(N)Oc2cc(C)n(CCc3ccccc3)c(=O)c2C1c1cccnc1 (stereo unspecified) | -2 | x | -3 | 13 | -13 | -2.0 | -15 | 3 | -1 | 5
O=C(N/N=C/c1ccc(Cl)cc1)c1ccc2c(c1)OCO2 | 8 | -5 | 46 | 5 | -5 | -0.6 | 3 | -10 | 11 | 1
COc1ccc(C(=O)n2nnc3ccccc32)cc1Br | 0 | -6 | 0 | 16 | -16 | -0.1 | -10 | -5 | 0 | -1
CCCC(=O)O[C@@H]1C[C@@H](C)N(C(=O)c2ccccc2)c2ccc(C)cc21 | 9 | -3 | -12 | 13 | -13 | 0.1 | -11 | -42 | -2 | -2
C/C=C(/C)C(=O)Nc1cccc(C2=NOC3(C2)C[C@@H](C(N)=O)N(C(=O)[C@H]2CCC(=O)N2)C3)c1 (stereo partly specified) | -2 | -4 | x | 7 | -7 | -0.6 | -5 | 28 | 7 | x
C1=C(c2ccccc2)N2CCN=C2S1 | 1 | -2 | -4 | 14 | -14 | 0.0 | -33 | -6 | 3 | -7
COCCNC(=O)CS(=O)Cc1nc(-c2ccc(OC)cc2)oc1C (stereo unspecified) | -5 | 1 | -6 | -9 | 9 | -0.9 | -7 | -10 | -6 | x
CCCC(=O)C1=C(O)C(C(=O)OC)C(C)(C)CC1=Nc1cccc2ccccc12 (stereo unspecified) | -1 | -1 | -11 | 7 | -7 | -2.5 | -13 | 9 | -22 | 0
OC(CN1CCOCC1)CN(c1ccccc1)c1ccccc1 (stereo unspecified) | 0 | -1 | 3 | 23 | -23 | -2.1 | -6 | -40 | -4 | 4
Cc1cccnc1-n1c(CCN2C(=O)c3ccccc3C2=O)nc2ccccc2c1=O | 1 | x | 2 | -3 | 3 | -0.7 | -9 | -5 | -1 | 10
COc1ccc(C2C(C#N)=C(N)OC3=C2C(=O)CCC3)cc1OC (stereo unspecified) | 0 | 4 | 0 | 21 | -21 | -0.8 | -5 | 33 | x | -1
COc1ccc(CNC(=O)CCCn2nc(C)c3c(C)n(-c4ccccc4)nc3c2=O)cc1 | 0 | 4 | -5 | 10 | -10 | -0.7 | -9 | -9 | 1 | 7
Cc1cc(C)c2nc(-c3ccccn3)cc(C(=O)n3cccn3)c2c1 | -9 | -2 | -22 | 14 | -14 | -2.0 | -2 | 0 | -1 | 5
O=C(COC(=O)c1cncc(Br)c1)Nc1nc(-c2ccc(F)cc2)cs1 | 11 | -5 | 5 | x | x | 0.2 | -7 | -22 | -8 | 0
CCOC(=O)c1c(O)c2ccccc2oc1=O | -4 | -6 | 5 | 26 | -26 | 1.4 | 1 | 1 | 0 | -2
COc1ccccc1CNC(=O)c1cnn2c(C(F)F)cc(C)nc12 | -9 | 0 | 10 | -18 | 18 | -4.9 | -6 | 8 | -3 | -1
O=C(NC1CCS(=O)(=O)C1)c1cn(-c2ccccc2)nc1-c1ccccc1 (stereo unspecified) | -4 | -3 | -1 | 1 | -1 | -0.4 | -14 | 9 | -1 | -3
CC(=O)N/C(=C\c1ccc(F)cc1)C(=O)NC(Cc1ccccc1)C(=O)O (stereo unspecified) | 1 | -5 | 8 | 27 | -27 | -1.8 | -13 | 1 | -9 | 2
Cc1ccc(S(=O)(=O)CCC(=O)NCCC2=CCCCC2)cc1 | 2 | -1 | -4 | 22 | -22 | -1.4 | -6 | x | 6 | -1
CN1CCN(CCCNC(=O)c2ccc3c(=O)n(CCc4ccccc4)c(=O)[nH]c3c2)CC1 | -5 | -5 | 14 | x | x | -2.9 | -13 | 13 | -13 | 1
COc1cc(NC(=O)CN2CCC(C(N)=O)(N3CCCCC3)CC2)c(OC)cc1Cl | 1 | -5 | -10 | -19 | 19 | 0.3 | -2 | -3 | -9 | -1
Cc1cc(=O)[nH]c(SCCc2ccccc2)n1 | 1 | -1 | 5 | 7 | -7 | -0.6 | 5 | -7 | -5 | 2
O=C(Nc1ccc(Cl)c(C(F)(F)F)c1)C(=O)N1CCCCC1 | -1 | 8 | 48 | -17 | 17 | -0.2 | -10 | -11 | -4 | x
CCn1nc(NS(=O)(=O)c2ccc([N+](=O)[O-])cc2)c2cc3ccc(C)cc3nc21 | -7 | -2 | -1 | 3 | -3 | -2.4 | -6 | -32 | 4 | 8
O=C(CSc1nc2ccccc2c(=O)n1-c1ccccc1)N1CCN(CCO)CC1 | -9 | -2 | -5 | -9 | 9 | -0.2 | -7 | -43 | -21 | 3
O=C(NCC(=O)N1CCN(C(=O)c2ccco2)CC1)c1ccc(Cl)cc1 | -6 | -5 | -3 | 12 | -12 | -2.6 | -7 | x | -2 | 3

An excerpt from above in order of molecular weight, low to high.
SMILES | dFosB act | CAL PDZ FP-1 | MITF TRPM1 HTS | SR-BI uptake up | SR-BI DiI inh | CAL PDZ FP-2 | PvdQ inh | PfHsp90 yeast 2 | Rtt109 Vps75 | NSD2 HMT inh
Cc1cc(C)c2nc(-c3ccccn3)cc(C(=O)n3cccn3)c2c1 | -9 | -2 | -22 | 14 | -14 | -2.0 | -2 | 0 | -1 | 5
O=C(NC1CCS(=O)(=O)C1)c1cn(-c2ccccc2)nc1-c1ccccc1 (stereo unspecified) | -4 | -3 | -1 | 1 | -1 | -0.4 | -14 | 9 | -1 | -3
CN1CCN(CCCNC(=O)c2ccc3c(=O)n(CCc4ccccc4)c(=O)[nH]c3c2)CC1 | -5 | -5 | 14 | x | x | -2.9 | -13 | 13 | -13 | 1

Next section.
SMILES | dFosB act | CAL PDZ FP-1 | MITF TRPM1 HTS | SR-BI uptake up | SR-BI DiI inh | CAL PDZ FP-2 | PvdQ inh | PfHsp90 yeast 2 | Rtt109 Vps75 | NSD2 HMT inh
Cc1cccc(C(=O)NCCC(=O)Nc2ccc(C#N)cc2)c1 | -2 | 5 | -10 | x | x | 0.7 | 5 | -35 | 4 | -5
O=C(NNC(=O)c1ccccc1O)c1ccc(Cl)c(S(=O)(=O)N2CCCCC2)c1 | -7 | -2 | -19 | -103 | 103* | -2.5 | 4 | x | 0 | 9
Cc1cccc(C)c1NC(=O)N1CC=CCC1 | 1 | 3 | 4 | 9 | -9 | -1.0 | -1 | -41 | 3 | 2
Cc1c(C)n2c(SCC(=O)N3CCC(C)CC3)nnc2[nH]c1=O | -3 | x | 7 | 23 | -23 | -0.1 | -9 | -7 | 2 | -1
Cc1cc(C)c2cc(C)c(SCC(=O)NCc3ccco3)nc2c1 | -13 | 0 | 7 | -38 | 38 | -2.5 | 6 | -13 | 29 | -1
Cc1cccc(NC(=O)CSc2nnc([C@@H](N)Cc3ccccc3)o2)c1C | -8 | 4 | x | -8 | 8 | -2.0 | -14 | x | x | -2
COc1cc(C2C3=C(CC(C)(C)CC3=O)OC(N)=C2[N+](=O)[O-])ccc1O (stereo unspecified) | -3 | 8 | -7 | -5 | 5 | -0.7 | -5 | -10 | 0 | 0
CC(=O)Nc1ccc(Nc2cc(C)nc3c(-c4ccccc4)c(C)nn23)cc1 | -22 | -2 | 11 | -24 | 24 | -0.1 | -4 | 3 | -5 | -1
Cc1cccc(N2CCN(S(=O)(=O)c3c(C)noc3/C=C/N(C)C)CC2)c1C | -12 | -2 | -1 | -5 | 5 | -2.4 | -15 | 111* | -3 | 2
COc1cc(C(=O)O)c2c(c1C)OC(=O)c1c(C)cc(O)c(C=O)c1O2 | -9 | -18 | 13 | 33 | -33 | -7.7 | -5 | -15 | -1 | x
COCCCNC(=O)/C(C#N)=C/c1ccc(F)cc1 | 5 | -2 | -11 | 25 | -25 | -1.1 | -16 | -12 | -4 | 0
COc1ccc(CNC(=O)CNC(=O)c2ccc(C(C)(C)C)cc2)cc1OC | -4 | -2 | -1 | -16 | 16 | x | 17 | 17 | 0 | -1
O=C(Cc1c(F)cccc1Cl)NNC(=O)c1ccc(Br)s1 | 11 | -2 | -3 | 8 | -8 | -3.6 | -11 | -1 | 1 | -3
O=C(NCc1nnc(SCc2ccc(C(F)(F)F)cc2)n1-c1ccccc1)C12CC3CC(CC(C3)C1)C2 | -19 | -1 | 1 | 39 | -39 | -0.2 | -12 | -13 | 7 | -2
O=C(O)CCc1nc2cccnc2n1Cc1ccccc1 | -1 | -4 | -6 | 20 | -20 | -0.9 | -3 | -13 | -11 | 1
O=C(Cn1c(=O)n(-c2ccc(F)cc2)c(=O)c2sccc21)NC1CCCCC1 | 31* | 0 | -2 | x | x | 0.3 | -9 | -45 | -3 | 0
O=C(c1ccco1)N1CCN(Cc2nnc(-c3ccccc3)o2)CC1 | 3 | 3 | 6 | 4 | -4 | -2.6 | 8 | 4 | 28 | -1
O=C1CSC(c2ccc(Cl)cc2Cl)N1c1ccccn1 (stereo unspecified) | -5 | 4 | -6 | 11 | -11 | -2.8 | -14 | -10 | 4 | -4
CCOC(=O)c1cc(-c2ccc(/C=N\n3cnnc3)o2)ccc1Cl | -13 | -1 | 19 | -42 | 42 | -1.2 | 8 | -10 | 10 | x
CC(=O)NC(c1ccc(C)cc1)c1cc(Cl)c2cccnc2c1O (stereo unspecified) | -9 | -4 | -37 | 8 | -8 | -18 | -3 | 115* | -1 | 2
CN(C)c1ccc(NC(=O)CN2CCC(O)(c3ccccc3)CC2)cc1 | -7 | -3 | 4 | -6 | 6 | x | -9 | 17 | 2 | 2
O=C(COc1ccc(Br)cc1Cl)N1CCN(c2ncccn2)CC1 | -9 | x | 4 | 5 | -5 | -0.4 | -10 | -8 | 2 | -1
COc1ccc(N2C(=O)[C@H]3[C@@H](C2=O)C2c4ccccc4C=NN2[C@H]3C(=O)C(C)(C)C)cc1 (stereo partly specified) | -10 | 2 | 1 | 19 | -19 | -1.1 | -11 | 8 | 0 | 25
COC(=O)N/N=C/c1cn(CCCOc2ccccc2)c2ccccc12 | -7 | -2 | 5 | -26 | 26 | -1.8 | 10 | -4 | x | 1
Cn1c(NC(=O)c2cc(-c3ccc4c(c3)OCO4)nc3ccccc23)cc(=O)n(C)c1=O | 2 | -3 | 36 | -25 | 25 | -2.7 | -11 | 10 | -3 | 18
